GCN5L2 inh: inhibitors of human GCN5L2 histone acetyltransferase; 390,000 compounds, 0.21% hits; Potency, µM (highest dose often 58.9 µM), for inactives: at the top dose activity change, negative = inhibition, hits mostly inhibitors; Q92830; GCN5L2 HAT assay, ThioGlo1 CoA-SH fluorescence; AID 504327
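GCN5L2 (20nM final) in 50mM HEPES, 0.1mM EDTA pH 7.5, 0.01% Tween-20 was preincubated 15 min at room temperature with compound, then given ThioGlo1 (50uM), H3(1-25) peptide (75uM) and acetyl-CoA (70uM); CoA-thiol fluorescence (Ex340/Em540) was read at 0 and 20 min.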
FEN1 inh: inhibitors of human flap endonuclease 1; P39748; Recombinant FEN1 flap cleavage, fluorescence, 15 min; Potency, µM (doses to about 114 µM), without a hit: at the top dose activity change, negative = inhibition, usual class: inhibitors; 390,000 compounds, 0.35% hits; AID 588795; note: nearly all actives have a fitted effect of over 65% in size
Target sequence (P39748 whole entry, looked up): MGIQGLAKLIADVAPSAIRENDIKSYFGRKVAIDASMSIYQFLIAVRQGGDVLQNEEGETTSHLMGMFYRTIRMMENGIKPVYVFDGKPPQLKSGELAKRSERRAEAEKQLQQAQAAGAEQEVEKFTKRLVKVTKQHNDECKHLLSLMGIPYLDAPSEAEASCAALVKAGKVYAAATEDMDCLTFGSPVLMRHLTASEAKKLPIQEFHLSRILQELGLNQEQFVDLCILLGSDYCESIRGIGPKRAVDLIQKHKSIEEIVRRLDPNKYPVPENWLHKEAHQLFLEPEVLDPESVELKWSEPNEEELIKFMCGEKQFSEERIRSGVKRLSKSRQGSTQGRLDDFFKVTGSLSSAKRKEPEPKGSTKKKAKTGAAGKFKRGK
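Potency values derive from four-parameter Hill fits of normalized qHTS data. The reaction used 10 nM FEN1 preincubated 15 min at room temperature with compound, then 50 nM DNA substrate, read at 0 and 15 min.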
DT40 TDP1 CPT: DT40-hTDP1 cell growth loss with CPT | chicken DT40 Tdp1-/-;hTDP1 cells + 20 nM CPT, ATP luminescence, 48 h | Potency, µM (titrated, usually from 46.2 µM), without a hit: at the highest dose activity change, negative = growth inhibition, usual class: inhibitors | 420,000 compounds, 12% hits | AID 686979; note: nearly all actives have a fitted effect of over 55% in size
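Chicken DT40 Tdp1-/- cells stably complemented with human TDP1 were seeded at 400 cells/well in medium containing 20 nM camptothecin, exposed to pin-transferred compounds, and grown at 37 °C for at least 48 hr. Viability was read as ATP luminescence.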
* marks the source's active call; other numbers are inactive results; ? = inconclusive; . = not tested or not shown; & = joins results of further samples; [ ] = remark or other dose. Calls come from the whole dose curve; as a rule, active = well fitted curve in the direction sought with a large enough effect; inconclusive = small, poorly fitted or top-dose-only effect, or another doubt; inactive = no such curve, though single readings can be large; an effect the other way counts as inactive or inconclusive. % is set by controls: 0 for no effect and ±100 for the full control effect; potency is the fitted concentration of half-maximal effect. This is a subset; the hit share may differ from the screen's.

Sample of the layout (18 entries):
SMILES	GCN5L2 inh	FEN1 inh	DT40 TDP1 CPT
COC(=O)c1[nH]c2cc(C)ccc2c1NC(=O)CN1CCOCC1	1%	0%	2%
Cc1ccc(S(=O)(=O)CCC(=O)NC2CCCC2)cc1	1%	-5%	-16%
CCCOc1ccc(C2C(=O)N(C3CCCCC3)CC(=O)N2C2CCCCC2)cc1OC (stereo not given)	-3%	-3%	?
Cc1ccccc1C(=O)N1CCC(C(=O)OCc2nc(N)nc(Nc3ccccc3)n2)CC1	-8%	-4%	-5%
O=C(c1ccc2c(c1)N(Cc1ccccc1)C(=O)c1ccccc1S2(=O)=O)N1CCCCCC1	-6%	5%	?
Cc1ccc2nc(N(CCCN(C)C)C(=O)c3ccco3)sc2c1	-4%&-4%	0%&-11%	?
O=C(NN1CCOCC1)c1ccccc1NS(=O)(=O)c1ccc(F)cc1F	-3%	7%	-4%
O=C(CCS(=O)(=O)c1ccccc1)Nc1nc(-c2ccc(F)cc2)cs1	20%	1%	?
O=c1c2c(nc3cc(-c4ccc(F)cc4)[nH]n13)CCC2	-4%	-14%	-29%
Cc1ccccc1NC(=O)c1ccccc1OCC(=O)Nc1ccc(Br)cc1	.	-25%	?
COc1cc(NS(=O)(=O)c2ccc(NC(=O)c3ccc([N+](=O)[O-])cc3)cc2)ncn1	-1%	0%	-13%
Cc1ccc(CN=c2c([N+](=O)[O-])nn(-c3cccc(C)c3)n2O)cc1	-7%	-2%	?
CC1(C)Cc2ccccc2-c2nnc(-c3ccc(O)cc3)n21	-2%	-5%	-3%
COc1ccc(Oc2nnc(-c3ccccc3)cc2C#N)cc1	?	0%	-2%
Cc1cccc(NC(=O)Cc2c(F)cccc2Cl)n1	-12%	-11%	0%
COc1cc(/C=C(\C#N)c2nc3ccccc3[nH]2)cc(Cl)c1OCc1ccccc1Cl	?	15%	7.3µM*
Cc1ccc(S(=O)(=O)Nc2cc(NC(=O)CN3CCOCC3)ccc2Cl)cc1	-1%	1%	0%
O=C(Nc1nc(-c2ccccn2)cs1)c1ccccc1-n1cnnn1	-12%	?	2.6µM*

Main list (from the top)
SMILES	GCN5L2 inh	FEN1 inh	DT40 TDP1 CPT
COC(=O)c1[nH]c2cc(C)ccc2c1NC(=O)CN1CCOCC1	1%	0%	2%
Cc1ccc(S(=O)(=O)CCC(=O)NC2CCCC2)cc1	1%	-5%	-16%
CCCOc1ccc(C2C(=O)N(C3CCCCC3)CC(=O)N2C2CCCCC2)cc1OC (stereo not given)	-3%	-3%	?
Cc1ccccc1C(=O)N1CCC(C(=O)OCc2nc(N)nc(Nc3ccccc3)n2)CC1	-8%	-4%	-5%
O=C(c1ccc2c(c1)N(Cc1ccccc1)C(=O)c1ccccc1S2(=O)=O)N1CCCCCC1	-6%	5%	?
Cc1ccc2nc(N(CCCN(C)C)C(=O)c3ccco3)sc2c1	-4%&-4%	0%&-11%	?
O=C(NN1CCOCC1)c1ccccc1NS(=O)(=O)c1ccc(F)cc1F	-3%	7%	-4%
O=C(CCS(=O)(=O)c1ccccc1)Nc1nc(-c2ccc(F)cc2)cs1	20%	1%	?
O=c1c2c(nc3cc(-c4ccc(F)cc4)[nH]n13)CCC2	-4%	-14%	-29%
Cc1ccccc1NC(=O)c1ccccc1OCC(=O)Nc1ccc(Br)cc1	.	-25%	?
COc1cc(NS(=O)(=O)c2ccc(NC(=O)c3ccc([N+](=O)[O-])cc3)cc2)ncn1	-1%	0%	-13%
Cc1ccc(CN=c2c([N+](=O)[O-])nn(-c3cccc(C)c3)n2O)cc1	-7%	-2%	?
CC1(C)Cc2ccccc2-c2nnc(-c3ccc(O)cc3)n21	-2%	-5%	-3%
COc1ccc(Oc2nnc(-c3ccccc3)cc2C#N)cc1	?	0%	-2%
Cc1cccc(NC(=O)Cc2c(F)cccc2Cl)n1	-12%	-11%	0%
COc1cc(/C=C(\C#N)c2nc3ccccc3[nH]2)cc(Cl)c1OCc1ccccc1Cl	?	15%	7.3µM*
Cc1ccc(S(=O)(=O)Nc2cc(NC(=O)CN3CCOCC3)ccc2Cl)cc1	-1%	1%	0%
O=C(Nc1nc(-c2ccccn2)cs1)c1ccccc1-n1cnnn1	-12%	?	2.6µM*
O=C(NCC(=O)N(c1ccccc1)C(C(=O)NC1CCCC1)c1cccnc1)c1ccco1 (stereo not given)	-1%	-1%	1%
Cc1ccc(-n2ncc3c(=O)[nH]c(SCC(=O)N4CC(=O)Nc5ccccc54)nc32)cc1	-4%	1%	-10%
Cc1ccc(N(Cc2ccccc2F)S(C)(=O)=O)c(C)c1	-15%	-7%	9%
COc1ccc(C(=O)Nc2ccc(C)c(S(=O)(=O)N3CCCCCC3)c2)cc1	-19%	-11%	?
Cc1nn(Cc2ccccc2)c(C)c1C(=O)NCCCN1CCCC1=O	2%	21%	5%
CC1(C(=O)Nc2c(F)c(F)c(F)c(F)c2F)CC1(Br)Br (stereo not given)	-2%	0%	-7%
CC(C)(C)OC(=O)N(Cc1ccccc1)Cc1cccc(OCc2cccc(NC(=O)C3CC3)c2)c1	.	-27%	?
COc1ccc(-c2nnc(Nc3nc4c(OC)cccc4s3)o2)cc1	-23%	?	5.2µM*
O=C(N/N=C/c1ccc(Cl)cc1Cl)c1cccc(N2CCCC2=O)c1	-5%	-11%	-27%
CCOC(=O)N/N=C/c1cn(CCCOc2ccccc2)c2ccccc12	-2%	0%	?
O=C(/C=C(O)/C=C/c1ccc(O)cc1)/C=C/c1ccc(O)cc1	-5%	1%	?
Cc1cc2[nH]c(=O)c(=O)[nH]c2cc1S(=O)(=O)N1CCC(C)CC1	-8%	16%	5%
Cc1cccc(NC(=O)C(NS(=O)(=O)c2ccc3c(c2)oc(=O)n3C)C(C)C)c1 (stereo not given)	-3%	-6%	-18%
Cn1nc(C(=O)NCc2ccccc2CN2CCCC2)c2ccccc2c1=O	-7%	-3%	?
COC(=O)c1ccc2c(=O)n(CCCCCC(=O)N3CCN(c4ccc(F)cc4)CC3)c(=O)[nH]c2c1	-2%[0.501 µM]	-4%	16µM*
CCn1cc(SCC(=O)N2CCc3ccccc32)c2ccccc21	-6%	4%	?
Cc1ccc(-c2nn3c(C)nnc3s2)cc1N	-2%	6%	13%
CCc1ccc(S(=O)(=O)c2nnn(-c3cccc(C)c3)c2N)cc1	1%	-20%	21µM*
CCOC(=O)Cc1csc(NC(=O)/C=C/c2ccc(Br)o2)n1	-8%	-15%	?
C=CCC[C@H](Cc1ccc(F)cc1)C(=O)OC[C@@H](Cc1c[nH]c2ccccc12)NC(=O)[C@@H](CC=C)CC(=O)NCCO	-7%	-9%	?
Cc1ccc(NC(=O)C2C3/C=C\CCCCC32)cc1C (stereo not given)	2%	0%	-16%
Cc1ccc(C)c(OCC(=O)N/N=C\c2cccn2C)c1	1%	-4%	3%
CCSc1nnc(NC(=O)Cc2cc(OC)c(OC)c(OC)c2)s1	-12%	2%	1%
CC(C)(c1ccccc1)c1ccc(OCCN2CCOCC2)cc1	-21%	2%	?
COc1ccc(/C=C2\SC(=S)N(CCC(=O)Nc3ccccn3)C2=O)cc1OC	-2%	-2%	11%
Cc1cc(C(=O)CN2C(=O)C(=O)N(Cc3ccco3)C2=O)c(C)n1CCc1ccccc1	-1%	6%	23µM*
C=CCNC(=O)Cn1nnc(-c2ccc(-c3ccc(OC)cc3)cc2)n1	-4%	16%	0%
CCc1cc(C(N)=O)c(NC(=O)c2ccc(OC)cc2)s1	-5%	?	9%
COc1ccc(C(=O)NCCNc2ccccc2[N+](=O)[O-])cc1	-7%	-19%	?
O=C(Cc1cccs1)Nc1nc(-c2cccnc2)cs1	-10%	12%	16µM*
CCOc1ccccc1NC(=O)CNS(=O)(=O)c1ccc2nc(C)sc2c1	3%	17%	-18%
O=C(Nc1cccc(Cl)c1Cl)c1ccc2c(c1)N(Cc1cccc(Cl)c1)C(=O)c1ccccc1S2(=O)=O	-9%	-2%	.
COc1cc(/C=N/NC(=O)c2c(-c3ccccc3)noc2C)ccc1O	.	-1%	-21%
CC(=O)NC(CC(=O)N(Cc1ccccc1)c1cccc(C)c1)c1ccccc1 (stereo not given)	-2%	3%	0%
O=C(NC1CCCC1)C(c1ccccn1)N(C(=O)c1csnn1)C1CCCCC1 (stereo not given)	-3%	-5%	21µM*
O=C(CSc1ccc(-c2ccc(Br)cc2)nn1)NCC1CCCO1 (stereo not given)	-15%	4%	-20%
Cc1ccccc1OCC(=O)Nc1ccc(N2CCOCC2)cc1N1CCOCC1	-2%	12%	?
CC(NC(=O)COc1ccccc1)C(=O)NCc1ccc(S(N)(=O)=O)cc1 (stereo not given)	-3%	1%	-7%
CN1CCN(c2ncc3nc(-c4cccs4)c(=O)n(CCc4ccccc4)c3n2)CC1	-9%	.	-13%
COc1cc(CCC(C)=O)ccc1OC(=O)c1c(F)cccc1Cl	-6%	14%	5%
Cc1cccc(C(=O)NC(=S)Nc2ccc(N3CCOCC3)cc2)c1	1%	-10%	?
COC(=O)c1ccccc1NC(=O)CSc1ccc(C)cc1	-4%	-14%	-8%
Next section.
SMILES	GCN5L2 inh	FEN1 inh	DT40 TDP1 CPT
O=C(CC1SC(=Nc2ccc3c(c2)OCCO3)NC1=O)Nc1ccc(F)cc1F (stereo not given)	0%	-10%	?
Cc1ccc2nc(SCC(=O)N3CC(C)OC(C)C3)nc(=O)n2c1 (stereo not given)	1%	6%	16%
C=CCn1c(=O)c(C(=O)NCc2ccc(Cl)cc2)c(O)c2ccccc21	0%	0%	?
Cc1ccc(S(=O)(=O)N2CCCC2)cc1C(=O)O	-3%	2%	-2%
COc1ccccc1CNC(=O)Cc1cc(=O)[nH]c(=O)[nH]1	2%	7%	17%
O=S(=O)(c1cccc(-c2nc3ccccc3s2)c1)N1CCCC1	-2%	-21%	-22%
COc1cccc(/C=C/C(=O)Nc2ccc3nc(N4CCN(C)CC4)cc(C)c3c2)c1OC	-3%	-5%	6.5µM*
c1cncc(-c2csc(NCc3ccco3)n2)c1	1%	-2%	-19%
COc1cccc(C2(C)NC(=O)N(CC(=O)c3cc(C)n(C4CC4)c3C)C2=O)c1 (stereo not given)	-3%	6%	?
CCCCOC(=O)n1ccc(C(=O)Nc2ccccc2OC)n1	-2%	-2%	9%
COc1ccccc1C(=O)N1CCN(Cc2cccnc2)CC1	-7%	-5%	1%
S=C(NCC1CCCO1)c1ccc(Br)cc1 (stereo not given)	-10%	-5%	?
Cc1ccc(NS(=O)(=O)c2cccs2)c(C)c1	0%	-5%	-2%
COc1cc(NS(=O)(=O)c2ccc(N/C=C(\C=O)c3nc4cc(Cl)ccc4o3)cc2)nc(OC)n1	-21%	8%	-25%
CCOP(=O)(O)c1ccccc1OCCOCCOc1ccccc1P(=O)(O)OCC	-8%	-3%	-4%
COc1ccc(CNC(=O)N2CCN(S(=O)(=O)c3ccc(C)cc3C)CC2)cc1	-2%	1%	-23%
CCOc1ccc(C(=O)Nc2ccc3oc(-c4ccc(Br)cc4)nc3c2)cc1	3%	16%	?

Looked up one by one from above, 3 records:
SMILES	GCN5L2 inh	FEN1 inh	DT40 TDP1 CPT
COc1ccc(CNC(=O)N2CCN(S(=O)(=O)c3ccc(C)cc3C)CC2)cc1	-2%	1%	-23%
COc1ccccc1CNC(=O)Cc1cc(=O)[nH]c(=O)[nH]1	2%	7%	17%
Cc1ccc(S(=O)(=O)N2CCCC2)cc1C(=O)O	-3%	2%	-2%
